Source: PubChem (Broad Institute)
RAD54 branch = inhibitors of human RAD54 branch migration, primary screen, biochemical, fluorescence, single point. DNA repair and recombination protein RAD54-like (Homo sapiens), Q92698. RAD54 Holliday junction branch migration, FAM/BHQ fluorescence. inhibition, % at 10.4 µM. 360,000 compounds, 0.14% hits. AID 602329, 2012;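 active = mean normalized replicate activity at least 40 and at least half of replicates scoring 40 or more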;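 note: 0% = median of neutral control wells and 100% = median of positive control wells; inhibitors cause a drop in the FAM fluorescence signal; in these data hits start at about 50%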
ERAP1 inh = human ERAP1 aminopeptidase inhibitors, primary screen, biochemical, single point, plate reader; Endoplasmic reticulum aminopeptidase 1 (Homo sapiens), Q9NZ08; recombinant ERAP1, Leu-AMC fluorescence, 60 min; inhibition, % at 10.7 µM; 340,000 compounds, 0.15% hits; AID 652197, 2013;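 active = mean replicate inhibition of at least 30%, or all replicates individually reaching that 30% level; inactive = mean below 30% and not every replicate reaching it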;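 note: 0% = neutral control wells and 100% = L-leucinethiol positive control wells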
RAD52 anneal inh = RAD52 DNA annealing inhibitors, primary screen, biochemical, FRET, single point, set 2; DNA repair protein RAD52 homolog (Homo sapiens), P43351; recombinant RAD52 DNA annealing, FRET fluorescence; inhibition, % at 18.7 µM; 360,000 compounds, 0.46% hits;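 active = every replicate showing at least 50% inhibition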
Target sequence (P43351 whole entry, looked up): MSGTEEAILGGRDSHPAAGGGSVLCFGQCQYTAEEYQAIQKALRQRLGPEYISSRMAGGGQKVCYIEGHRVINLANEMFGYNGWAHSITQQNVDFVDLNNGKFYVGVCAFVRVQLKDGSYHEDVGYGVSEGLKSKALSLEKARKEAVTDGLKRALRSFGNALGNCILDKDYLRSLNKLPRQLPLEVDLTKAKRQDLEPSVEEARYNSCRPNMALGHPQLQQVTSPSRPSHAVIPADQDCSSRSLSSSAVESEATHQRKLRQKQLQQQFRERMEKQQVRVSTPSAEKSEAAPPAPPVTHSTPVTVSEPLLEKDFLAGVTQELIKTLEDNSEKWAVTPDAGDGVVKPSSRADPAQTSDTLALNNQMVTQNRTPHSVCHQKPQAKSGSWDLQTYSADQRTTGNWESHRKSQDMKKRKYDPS
S100A4 MyoIIA = inhibitors of S100A4-myosin IIA peptide binding, primary screen, biochemical, fluorescence polarization, TAMRA-MyoIIA peptide. Protein S100-A4 (Homo sapiens), P26447. inhibition, % at 10.7 µM. 360,000 compounds, 0.14% hits;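 active = mean inhibition of at least 70% across replicates, with every replicate also reaching that level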
Target sequence (P26447 whole entry, looked up): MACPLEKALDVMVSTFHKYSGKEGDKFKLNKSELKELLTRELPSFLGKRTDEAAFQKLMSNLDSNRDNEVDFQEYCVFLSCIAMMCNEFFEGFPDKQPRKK
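assay system = human S100A4 monomer with TAMRA-labelled myosin IIA peptide | also added = labelled myosin peptide probe, 5 nM | incubation = 5 min between mix addition and reading | control set = DMSO and TFP controls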
E-selectin induc = E-selectin induction in HUVECs, primary screen, imaging, HUVEC, immunofluorescence imaging, single point; 260,000 compounds, 0.37% hits; P16581; activation, % at 7.58 µM; normalized: neutral wells 0, TNF-alpha wells 100;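 active = mean E-selectin-positive cell signal at least 10% of the positive control, reached in at least 60% of replicates, without over 20% cell loss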;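 note: in these data hits start at about 27%; measured in HUVEC primary endothelial cells; signal is the percent of cells scored E-selectin positive by PE staining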
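Test system: HUVEC | Signal: Immunofluorescence imaging | Read-out: Percent E-selectin-positive cells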
Xi reactivation = activators of inactive X chromosome reactivation, primary screen, imaging, XiGFP fibroblasts, GFP high-content imaging, set 2 | XiGFP mouse fibroblasts, % GFP-positive cells imaging, 3 d; cells co-treated with 5-aza-dC sensitizer; scaled so ellipticine positive control = 100% | activation, % at 7.58 µM | 360,000 compounds, 0.055% hits | AID 743238, 2013;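 active = mean normalized replicate activation at least 10% and every replicate at or above 10%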;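 note: 0% = median of on-plate neutral control wells and 100% = ellipticine 6 µM median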
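Assay system: SV40-immortalized XiGFP fibroblast cells, line 68-5-11; buffer or medium: DMEM plus 5-aza-dC sensitizer; compound: one concentration, pinned; timing: compounds 3 days, fix/stain 15 min at room temperature; benchmarks: positive control ellipticine, 6 µM final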
esBAF inh = Bmi1 luciferase reporter increase in mESCs, primary screen, esBAF inhibitor project, mouse ES cells, Bmi1 luciferase knock-in, single point; 24 h; 100% = twice the neutral-well signal; reporter increase, % at 12.5 µM; 350,000 compounds, 2% hits; in the data active = activation above about 40%;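 note: 0% = median of the plate's neutral control wells and 100% = double that signal; a rise in the Bmi1 reporter signal indicates esBAF inhibition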
ERp5 inh = inhibitors of ERp5-driven insulin aggregation, primary screen, biochemical, turbidity, absorbance 650 nm, single point | inhibition, % at 9.99 µM | 350,000 compounds, 0.05% hits | 90 min | AID 651711, 2012 | Protein disulfide-isomerase A6 (Homo sapiens), Q15084;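 active = mean replicate inhibition above about 25%, with every replicate also reaching it, limit read from the data, passing the limit was not always enough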
Target sequence (Q15084 whole entry, looked up): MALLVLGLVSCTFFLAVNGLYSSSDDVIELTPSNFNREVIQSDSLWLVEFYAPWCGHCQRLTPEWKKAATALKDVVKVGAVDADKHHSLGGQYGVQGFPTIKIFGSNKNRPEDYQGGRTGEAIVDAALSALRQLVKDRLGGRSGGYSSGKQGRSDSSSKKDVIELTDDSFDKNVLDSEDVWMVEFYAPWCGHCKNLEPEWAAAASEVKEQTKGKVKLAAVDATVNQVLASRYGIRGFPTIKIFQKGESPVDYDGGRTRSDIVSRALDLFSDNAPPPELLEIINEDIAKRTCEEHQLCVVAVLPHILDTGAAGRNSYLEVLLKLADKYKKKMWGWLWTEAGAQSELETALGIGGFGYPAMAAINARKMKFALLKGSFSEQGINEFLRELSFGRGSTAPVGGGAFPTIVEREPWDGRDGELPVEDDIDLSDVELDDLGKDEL
An asterisk follows results filed as active; nt = no result given.

The line under a structure holds: RAD52 anneal inh, E-selectin induc, ERp5 inh, S100A4 MyoIIA, esBAF inh, RAD54 branch, ERAP1 inh, Xi reactivation
1: Nc1ccn([C@@H]2O[C@H](CNC(=O)[C@@H](Cc3cn(COCc4ccccc4)cn3)NC=O)[C@@H](O)[C@H]2O)c(=O)n1
    -5, nt, -1, -1, 2, nt, -1, -0.2
2: COC(=O)c1ccc(NC(=O)Cn2cnc3c(nnn3-c3cccc(OC)c3)c2=O)cc1
    -1, nt, 1, -14, -5, 8, 4, 0.2
3: Cc1ccc(-c2c(C(=O)c3ccc(Br)cc3)[nH]c(N)c2C(=O)NCc2ccc(Cl)cc2)cc1
    -6, 0.2, 0, -6, nt, nt, -9, 0.1
4: CCC(=O)N(CC)C[C@@H]1[C@@H](c2ccc(-c3ccccc3)cc2)[C@@H](CO)N1C(C)=O
    -2, 0.1, -2, 15, nt, nt, 0, 0.0
5: O=C1COc2ccc(C(=O)NC3CC3)cc2N1
    -7, 2.5, -4, 7, -10, -6, -4, 0.0
6: COc1cccc2cc(C(=O)NCc3ccco3)c(=O)oc12
    5, -0.2, -1, 0, nt, nt, -4, 0.4
7: Cc1cc(Nc2ccc(C(=O)O)cc2)nc(N)n1
    -7, 0.2, 3, 2, -1, -4, -5, 0.1
8: N#C[C@H]1N[C@H](CO)[C@H]1c1ccc(C#CC2CCCCC2)cc1
    -5, -0.2, 0, -7, -15, 9, 4, -0.1
9: COc1ccc(NS(=O)(=O)c2cc(C(=O)N3CCCCCC3)ccc2C)cc1
    -8, 3.5, 4, -1, -8, -22, -5, 0.0
10: COc1ccccc1-n1cc(-c2ccc(C)cc2)[nH]c1=S
    -15, 0.0, -2, 0, 3, nt, 1, 0.1
11: CCN(CC)S(=O)(=O)c1cc(NC(=O)c2ccc3c(c2)NC(=O)C(C)S3)ccc1C (configuration not stated)
    -8, nt, -1, 1, 1, -2, -2, 0.4
12: OC1c2cc(Cl)ccc2-c2c(Cl)cc(Cl)cc21 (configuration not stated)
    -7, 0.1, -6, -2, 8, -1, -1, 0.1
13: Cc1cccc(COc2ccccc2C(=O)NC2CCC(O)CC2)c1 (configuration not stated)
    -3, 2.4, 9, -2, nt, -8, -4, 0.0
14: CC1C(=O)N(Cc2cn(CCC3OCCCO3)nn2)CCS(=O)(=O)N1Cc1ccc(-c2cccc(N(C)C)c2)cc1 (configuration not stated)
    -16, 0.1, 9, -4, 5, 7, -2, -0.1
15: CC(=O)C1=C(O)C(=O)N(c2ccc(O)cc2)C1c1ccccc1F (configuration not stated)
    -10, 1.8, 5, -5, 6, -17, 0, 0.0
16: COc1ccc(-n2cnc3cc(C(=O)NCCN4CCOCC4)ccc32)cc1
    -8, nt, 1, -9, nt, nt, 1, 0.1
17: CCCCn1c(N)c(N(CC)C(=O)c2cccc(OCc3ccccc3)c2)c(=O)[nH]c1=O
    -19, 0.1, 10, 3, 5, 8, -1, 0.0
18: CC(C)(C)C(=O)Cn1ncc(N2CCOCC2)c(Br)c1=O
    7, -4.3, 4, -3, nt, nt, nt, 0.1
19: Cc1nc(NCC(c2ccccc2)N(C)C)c2c(C)c(C)sc2n1 (configuration not stated)
    16, nt, -1, -5, 9, 8, 2, -0.1
20: CCN1C(=O)[C@H]2[C@@H](c3ccc(OC)cc3)N[C@]3(CCCN(Cc4ccc(C(F)(F)F)cc4)C3=O)[C@H]2C1=O
    -19, -0.1, 2, -2, 3, 2, 1, 0.3
21: Cc1ccc(S(=O)(=O)N(C)C[C@@H]2Oc3ccc(NS(=O)(=O)c4c(C)noc4C)cc3C(=O)N([C@@H](C)CO)C[C@@H]2C)cc1
    14, -0.6, -4, -6, 2, -2, -1, -1.1
22: CCCC(C)C(=O)NCc1ccncc1 (configuration not stated)
    -10, nt, -11, 5, 2, 3, 1, 0.1
23: CC(C)C[C@H]1CNC(=O)C(=O)N1C[C@H](Cc1ccc(O)cc1)NC(=O)CC12CC3CC(CC(C3)C1)C2
    -5, -0.2, 0, 1, nt, nt, -8, 0.0
24: Cc1ccc(CNCCCSc2ncccn2)cc1
    41, nt, 2, -2, 4, -17, -2, 0.0
25: CCOc1ccc(C(=O)NC(C(=O)NCc2cccnc2)C(C)C)cc1 (configuration not stated)
    5, 1.8, 5, -2, 3, -1, 3, 0.1
26: O=c1[nH]c(CN2CCN(S(=O)(=O)c3cccs3)CC2)nc2c(Br)cc(Br)cc12
    -18, 0.2, 5, -9, 6, -3, -8, 0.1
27: COc1cc(CC(=O)OCC(=O)Nc2sccc2C(N)=O)cc(OC)c1OC
    -20, -0.4, 2, 3, -16, 2, 4, -0.1
28: C[C@@H]1CN([C@H](C)CO)C(=O)c2cc(NC(=O)Cc3ccccc3)ccc2O[C@@H](C)CCCCO[C@@H]1CN(C)C(=O)c1ccncc1
    -7, nt, 6, 10, -3, -6, -4, 0.0
29: CCn1cc(C(=O)N[C@H](C(=O)NCCCn2ccnc2)C(C)C)c(=O)c2cc3c(cc21)OCO3
    -7, nt, 6, 0, -4, 7, -4, 0.3
30: COc1ccc(-n2c(-c3ccc(Br)cc3)n[nH]c2=S)cc1
    -3, nt, 1, -5, -6, 10, 2, 0.1

3 compounds from above, ordered by their value in RAD52 anneal inh, descending:
cpd | Structure | RAD52 anneal inh
24 | Cc1ccc(CNCCCSc2ncccn2)cc1 | 41
12 | OC1c2cc(Cl)ccc2-c2c(Cl)cc(Cl)cc21 (configuration not stated) | -7
14 | CC1C(=O)N(Cc2cn(CCC3OCCCO3)nn2)CCS(=O)(=O)N1Cc1ccc(-c2cccc(N(C)C)c2)cc1 (configuration not stated) | -16

More records follow.
The line under a structure holds: RAD52 anneal inh, E-selectin induc, ERp5 inh, S100A4 MyoIIA, esBAF inh, RAD54 branch, ERAP1 inh, Xi reactivation
31: Nc1ccn([C@@H]2O[C@H](CNCc3cnc(N4CCOCC4)s3)[C@@H](O)[C@H]2O)c(=O)n1
    -3, -0.1, 1, 1, -8, 1, 2, 0.1
32: CN1[C@@H]2Cn3c(ccc(-c4ccncc4)c3=O)[C@H]1[C@@H](C(=O)NC1CCCCC1)[C@@H]2CO
    4, -0.1, 20, 0, 6, -9, 3, 0.0
33: O=C(C[C@H]1C[C@@H]2c3cc(NC(=O)Nc4ccccc4F)ccc3O[C@@H]2[C@@H](CO)O1)NCc1ccc2c(c1)OCO2
    22, 0.6, -2, -3, 1, 6, 0, 0.0
34: CCCNC(=O)N(C)C[C@@H]1Oc2cc(-c3cncnc3)ccc2S(=O)(=O)N([C@H](C)CO)C[C@@H]1C
    5, 0.2, 5, 6, 1, 3, 6, -0.4
35: O=C(COc1ccccc1Cl)Nc1ccc(NC(=O)c2ccco2)cc1
    -11, nt, -4, -5, 8, 7, -2, 0.2
36: CC12CCC(C1)C(C)(C)C2NS(=O)(=O)c1ccc(F)cc1 (configuration not stated)
    7, nt, -2, 4, -6, -6, 0, -0.3
37: COc1cccc(CN2C(=O)C(C)Oc3ccccc32)c1 (configuration not stated)
    0, -0.2, 1, -3, 1, -10, 0, 0.0
38: O=C(Cn1c(=O)cnc2ccccc21)Nc1cccc(S(=O)(=O)N2CCCCC2)c1
    -337, nt, -2, 2, 12, -12, -6, 0.1
39: CCOC(=O)c1sc(NNC(=O)c2ccc(F)cc2)nc1C
    -9, 0.3, -8, -1, 11, nt, 4, 0.0
40: NC(=O)[C@@H]1CCOc2c(I)cc([N+](=O)[O-])cc2C(=O)N[C@@H](CO)C(=O)NCC(=O)N1
    -4, 1.9, 1, -5, 1, -19, 4, 0.0
41: CCC(=O)N1C[C@H](C)[C@H](OC)CN(C)C(=O)c2cc(NC(=O)NC(C)C)ccc2OC[C@@H]1C
    11, -0.2, -3, 12, -3, 10, -2, 0.0
42: CCCOc1ccc(C(=O)Nc2ccc(S(=O)(=O)Nc3onc(C)c3C)cc2)cc1
    -1, nt, -2, -11, -3, nt, -6, 0.0
43: CCC1(C(=O)NC(=Nc2ccccc2)Nc2ccccc2)CCOC1=O (configuration not stated)
    8, -0.2, -1, 1, 4, 5, 0, -0.1
44: COc1ccc(C(=O)Nc2cccc(C)c2)cc1
    -5, nt, 6, 2, 14, -1, 1, nt
45: O=C1CCCCC1Nc1ccc2ccccc2c1 (configuration not stated)
    -11, 0.1, 0, -1, 31, 8, -3, 0.0
46: C/C(=N\Nc1cc(N2CCOCC2)ncn1)c1cccc([N+](=O)[O-])c1
    -13, 0.5, -2, 3, nt, nt, -1, 0.2
47: COCCNC(=O)C1(C)CCN(C(=O)c2sccc2C)C1 (configuration not stated)
    5, 0.0, -5, 0, -7, -6, 1, -0.1
48: COc1cc2c(oc(=O)c3cc(C)cc(OC)c32)c2c(C3OC(C)C(O)C(C)(O)C3O)ccc(O)c12 (configuration not stated)
    73*, -0.4, 2, -5, nt, nt, 7, 0.0
49: COC(=O)C1=C(\O)CCCC/C=C\1C(=O)O
    -6, 1.4, 4, -1, nt, nt, -3, 0.1
50: COc1cccc(/C=N/NC(=O)c2[nH]nc3c2CCc2ccccc2-3)c1
    -32, 2.4, -7, 5, nt, 1, 0, 0.5
51: C/C(=N/NC(=O)NC12CC3CC(CC(C3)C1)C2)c1ccccc1
    -8, nt, -5, -3, 15, 3, 2, 0.0
52: Cc1ccc(NCCC(=O)c2cccs2)cc1
    -17, 1.0, 0, -6, 64*, 8, -3, 0.0
53: O=C(CN1C(=O)CCSc2ccc(S(=O)(=O)N3CCCC3)cc21)Nc1ccccc1Cl
    -3, -0.2, 3, 0, 4, 6, 1, 0.0
54: CCCCN(CC)Cc1ccc(CNC(=S)Nc2ccc(C)cc2Cl)o1
    -29, 2.4, 0, 2, nt, nt, -1, -0.1
55: Cc1ccc(S(=O)(=O)Nc2ccc3c(c2)CC(=O)N([C@H](C)CO)C[C@H](C)[C@H](CN(C)CC2CCCCC2)O3)cc1
    10, 0.0, -4, -7, 3, -8, 0, -1.0
56: CNC[C@H]1Oc2ccc(NS(=O)(=O)c3c(C)noc3C)cc2CC(=O)N([C@H](C)CO)C[C@@H]1C
    -12, 0.0, -4, -2, 1, -4, -1, -0.3
57: CCC(=O)Nc1ccc2c(c1)OC[C@H](C)N(C(=O)C1CCC1)C[C@H](C)[C@@H](OC)CN(C)C2=O
    -3, -0.2, 4, 7, 7, 5, 0, 0.0
